Compound activity from PubChem.
GAA inhib – inhibitors of human lysosomal alpha-glucosidase. P10253. purified human GAA, 4-MU-alpha-glucoside fluorescence. Potency, µM (top dose mostly 76.9 µM), for the others: at the highest dose activity change, negative = inhibition, usual class: inhibitors. 0.005% of 200,000 active. AID 1466;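 note: potency is the fitted concentration of half-maximal effect; plate controls were uninhibited enzyme wells for no effect and no-enzyme background for full effect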
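Activity normalized between no-enzyme (basal) and enzyme-only wells. Conditions: 4 nM human enzyme, 400 uM fluorogenic substrate, citrate/phosphate pH 5.0 with Tween-20, 20 min room temperature, compounds up to 77 uM.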
aGlu spleen mod – inhibitors or activators of human alpha-glucosidase in spleen homogenate; P10253; human spleen homogenate, 4-MU-alpha-glucoside fluorescence; Potency, µM (titrated, usually from 79.9 µM), for the others: top-dose activity change, negative = inhibition, most hits filed as inhibitors; 0.006% of 240,000 active;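 note: potency is the fitted concentration of half-maximal effect; 0% = enzyme with vehicle and -100% = no enzyme basal signal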
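Enzyme source: human spleen homogenate, 1 ug/well. Buffer 50 mM citric acid/K phosphate pH 5.0, 0.01% Tween-20. 4-MU-alpha-glucoside 1 mM; 37 C x 40 min; NaOH/glycine stop; fluorescence.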
GAA glycogen – inhibitors or activators of human alpha-glucosidase glycogen cleavage | Potency, µM (doses to about 76.4 µM), inactives show at the highest dose activity change, negative = inhibition, most hits filed as inhibitors | 0.38% of 300,000 active | recombinant GAA, glycogen substrate, Amplex Red glucose oxidase fluorescence;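 note: potency is the fitted concentration of half-maximal effect; 0% = full enzyme reaction and -100% = no-enzyme basal signal; the screen sought inhibitors and activators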
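Recombinant human alpha-glucosidase (4 nM final) hydrolysed bovine liver glycogen (30 ug) for 40 min at 37 C in pH 5.0 citrate/phosphate with 0.01% Tween-20. Released glucose detected by glucose oxidase/Amplex Red, Ex 573/Em 610 nm. Compounds up to 77 uM; AC50 from Hill fits.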
CBFb RUNX1 block – blocks binding between human CBF-beta and RUNX1. AlphaScreen CBFb-His/RUNX1-biotin binding, biochemical. Potency, µM (top dose mostly 59.8 µM), inactives show at the highest dose activity, negative = inhibition, usual class: inhibitors. 230,000 tested, under 10 active; note: % of control where 0% means no effect
Target sequence (Q01196 whole entry, looked up): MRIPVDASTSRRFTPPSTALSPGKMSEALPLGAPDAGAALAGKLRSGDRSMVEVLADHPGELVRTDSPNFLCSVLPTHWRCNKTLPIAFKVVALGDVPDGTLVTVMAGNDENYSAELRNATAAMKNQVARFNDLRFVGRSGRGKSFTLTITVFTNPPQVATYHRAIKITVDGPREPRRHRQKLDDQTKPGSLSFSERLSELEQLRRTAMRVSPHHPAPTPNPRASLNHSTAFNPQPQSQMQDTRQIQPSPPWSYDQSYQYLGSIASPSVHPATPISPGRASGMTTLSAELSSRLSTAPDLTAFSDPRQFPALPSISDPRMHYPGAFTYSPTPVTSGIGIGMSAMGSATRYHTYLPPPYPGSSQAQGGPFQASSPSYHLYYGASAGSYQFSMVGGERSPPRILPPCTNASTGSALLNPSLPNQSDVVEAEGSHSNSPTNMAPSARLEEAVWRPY
Target sequence (Q13951 whole entry, looked up): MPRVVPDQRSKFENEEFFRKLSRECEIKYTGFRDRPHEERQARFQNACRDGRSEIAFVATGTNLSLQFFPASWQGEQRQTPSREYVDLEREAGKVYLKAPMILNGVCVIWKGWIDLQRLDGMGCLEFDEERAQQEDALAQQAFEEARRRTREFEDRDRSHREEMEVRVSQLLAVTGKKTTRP
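Bead-based AlphaScreen assay; binding partners His-tagged CBF-beta and biotinylated RUNX1 at 30 nM each. Compound exposure 15 min after a 20-min protein preincubation; bead step 90 min; all steps at room temperature.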
HTT aggregate – reduces HttQ103-GFP aggregates in PC12 cells | AID 1688 | PC12 HttQ103-GFP aggregates, Acumen cytometry, 40 h | 1.1% of 220,000 active | Potency, µM (series often up to 46.1 µM), without a hit: top-dose activity change, negative = inhibition, hits mostly inhibitors; note: potency is the fitted concentration of half-maximal effect; % is set by controls: 0 for no effect and ±100 for the full control effect; nearly all actives have a fitted effect of over 60% in size
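Huntingtin Q103 exon 1–GFP aggregates in induced PC12 cells (100 nM tebufenozide) were quantified by cytometry from lysates, with compounds dosed in titration.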
LMNA splice mod – LMNA splicing modulation. HeLa LMNA splicing GFP/RFP minigene ratio, 48 h. Potency, µM (highest dose often 46.1 µM), for the others: top-dose ratio change, negative = inhibition, hits mostly inhibitors. 0.01% of 200,000 active. AID 1487; active = well fitted inhibition curve with a large enough effect in the signal ratio, with a control signal flat, not every such curve was filed as active; inconclusive = small, poorly fitted or top-dose-only effect, or effect the other way, or a change in a side signal; the % refers to the signal ratio; note: potency is the fitted concentration of half-maximal effect; % is set by controls: 0 for no effect and ±100 for the full control effect
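S3 HeLa stable clones carrying a lamin A-EGFP splicing minigene plus DsRed2 were seeded at 600 cells/well in Opti-MEM with 2% FBS, pin-dosed and incubated 48 h at 37°C. Acumen cytometry (488 nm) gave the GFP/RFP total-intensity ratio.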
HTT ATP protect – Huntington cell model cytoprotection by ATP luminescence | PC12 HTT-Q103 induced, cytoprotection, ATP luminescence, 40 h | Potency, µM (doses to about 56.4 µM), for the others: cytoprotection (ATP increase), most hits filed as activators | 0.14% of 230,000 active;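 note: potency is the fitted concentration of half-maximal effect; % of control where 0% means no effect; nearly all actives have a fitted effect of over 45% in size; toxic huntingtin expression switched on by the ecdysone agonist tebufenozide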
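Rat PC12, Q103 Htt exon1-GFP fusion, ecdysone promoter; tebufenozide inducer 100 nM final; compound titration; qHTS, 1500 cells/well; ATPlite luminescent read.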
Active calls of the source: *; ? = inconclusive; . = not tested or not shown; & = joins results of further samples; [ ] = remark or other dose. Unless noted, calls come from the whole dose curve; as a rule, active = well fitted curve in the direction sought with a large enough effect; inconclusive = small, poorly fitted or top-dose-only effect, or another doubt; inactive = no such curve, though single readings can be large; an effect the other way counts as inactive or inconclusive.

SMILES,GAA inhib,aGlu spleen mod,GAA glycogen,CBFb RUNX1 block,HTT aggregate,LMNA splice mod,HTT ATP protect
Cc1ccc(C(=O)N2CCCC(c3nc4c(nnn4Cc4ccccc4)c(=O)[nH]3)C2)cc1 (centres undefined),?,-6.3%,-2.8%,2.8%,?,-0.8%,10.1%[1.9 µM]
CC1Oc2ccccc2N(CC(=O)Nc2ccc3c(c2)OCCO3)C1=O (centres undefined),-6.6%,-1.9%,11.0%,7.2%,-14.4%,-9.6%,-15.0%[10 µM]
O=C(NCc1ccccc1)c1nc2ccccc2s1,1.4%,-2.2%,0.3%,?,-2.2%,13.8%[46 µM],10.3%[10 µM]
Cc1ccc(C(C(=O)NC2CCCCC2)N(C(=O)CCCC(=O)Nc2ccccn2)c2ccc3c(c2)OCCO3)cc1 (centres undefined),3.1%,-4.7%,6.5%,6.9%,13.3%,-13.3%,29.8%[10 µM]
Cc1c(Cl)c([N+](=O)[O-])nn1CCCC(=O)Nc1sc2c(c1C(N)=O)CCC(C)C2 (centres undefined),4.2%,-6.1%,7.1%,0.8%,?,-8.7%,-7.3%[10 µM]
CCOC(=O)Cc1nn(Cc2ccc(Cl)cc2)c(=O)c2ccccc12,-3.2%,.,-1.5%,4.8%,7.3%,0.2%[9.22 µM],-22.0%
COc1ccc(N2CCc3c(C)nc4c(OC)cc(OC)cc4c32)c(OC)c1,?,-8.8%,-7.2%,-1.9%,-16.1%,6.4%,-31.0%
COc1cccc(-c2cc(C(F)(F)F)n3nc(C(=O)N4CCCCC4c4cccnc4)cc3n2)c1 (centres undefined),?,-8.1%,0.1%,18.7%,?,.,-79.7%[inhibitor]
CCn1c2ccccc2c2cc(NC(=O)C(=O)N3CCOCC3)ccc21,?,0.9%,10.1%,-7.7%,-1.9%[9.22 µM],-2.0%[46 µM],0.9%[10 µM]
COc1cc2c(C)nc3c(cnn3-c3ccccc3)c2cc1OC,13.9%,11.1%,4.5%,3.9%,.,-12.5%[46 µM],.
COCCNC(=S)N(CCc1c(C)[nH]c2ccccc12)Cc1ccco1,-10.2%,2.4%,-2.9%,-12.7%,-8.6%,.,.
O=C(NCc1ccco1)c1ccc(-c2csnn2)cc1,-8.2%,2.2%,-8.4%,1.6%,2.1%[9.22 µM],.,-7.1%[10 µM]
Cc1ccc(C(=O)NCC(=O)Nc2cccc(S(=O)(=O)NC3=NCCCCC3)c2)cc1C,2.7%,6.2%,-2.8%,-1.2%,-22.9%,.,-24.0%
O=C(Cn1nc(-c2cccc(Cl)c2)ccc1=O)Nc1cccnc1,-8.5%,-4.4%,8.0%,-7.9%,-14.5%,12.7%,-14.4%[10 µM]
N[C@H](Cc1cc(I)c(Oc2cc(I)c(O)c(I)c2)c(I)c1)C(=O)O,.,1.1%[29.1 µM],.,?,.,?,-19.1%[40.3 µM]
COc1cc(C2CC(=O)c3cnc(N)nc3C2)cc(OC)c1OC (centres undefined),6.6%,-3.4%,?,3.4%,-9.7%,18.6%,-12.7%
O=C(Nc1ccc2snnc2c1)N1CCCCC1,5.4%,7.2%,-5.1%,3.9%,-0.8%[9.22 µM],.,14.7%[10 µM]
CCN1CCN(CC(O)COc2cccc(OC)c2)CC1 (centres undefined),0.8%,5.2%,8.0%,8.6%,-6.1%,-1.6%,-4.6%
COC(=O)CSc1cc(C)nc(SC)n1,2.3%,0.6%,-11.2%,1.3%,-2.7%,18.0%,1.6%
CCS(=O)(=O)c1ccc2c(c1)N(S(C)(=O)=O)CC(C(=O)NCCOC)O2 (centres undefined),?,-3.6%,9.7%,2.4%,-6.6%,12.4%,2.7%
Cc1[nH]n(C(N)=S)c(=O)c1N=Nc1ccc2ccccc2c1,-9.9%,-17.4%,-2.4%,?,-19.8%,?,-36.0%[inhibitor]
CCCSc1nnc(NC(=O)Nc2ccccc2OC)s1,.,4.4%,2.6%,6.4%,-3.8%[9.22 µM],.,3.5%[10 µM]
Cc1ccc(OCc2nnc(SCC(=O)C(C)(C)C)n2Cc2ccco2)cc1,-0.1%,0.0%,-3.7%,-2.8%,-3.6%,?,-9.8%[0.074 µM]
NC(=O)C1CCN(CC(O)CSc2ccccc2)CC1 (centres undefined),.,6.2%,2.1%,-14.2%,-16.7%[9.22 µM],.,19.8%[10 µM]
COc1ccc(OC)c(-c2cn(S(=O)(=O)c3ccccc3)nc2N)c1,-10.3%,7.4%,12.0%,-3.4%,-11.9%,-7.3%,7.3%
NC(=O)C1CCCN(C(=O)Nc2cccc3ccccc23)C1 (centres undefined),-4.3%,2.1%,3.3%,0.8%,-13.8%,1.2%,-5.9%[0.074 µM]
CC(C)c1ccc(NC(=O)Cc2cn(C)c3ccccc23)cc1,-8.7%,-18.1%,-1.4%,-5.3%,-18.5%,?,-74.5%[inhibitor]
O=C(c1ccccc1)c1cccs1,1.2%,0.1%,4.3%,1.1%,25.1%,17.9%[46 µM],19.3%
Cn1c(=NC(=O)COc2ccccc2)sc2cccc(F)c21,.,-4.9%,1.5%,2.9%,-10.5%[9.22 µM],.,0.8%[10 µM]
Cc1nn(C)c(C)c1S(=O)(=O)N1CCC(C(=O)NCC2COc3ccccc3O2)CC1 (centres undefined),-10.0%,-1.4%,-15.7%,-3.8%,-2.5%,1.4%,-11.6%
Cc1cccc(/C=N/NC(=O)Cn2nnnc2N)n1,-11.4%,5.9%,0.2%,7.8%,-1.6%[9.22 µM],.,2.9%[10 µM]
OCCN1CCN(C(=S)c2ccc(Cl)cc2)CC1,-3.7%,-3.1%,-2.6%,3.6%,-6.1%,-12.9%,-4.0%[0.074 µM]
CCN(CC)C(=O)Cn1cnc([N+](=O)[O-])n1,7.3%,0.9%,3.5%,-2.0%,-7.3%,2.6%,-28.2%
CNC(=O)C1=C(C)NC(=S)NC1c1cccs1 (centres undefined),0.2%,2.6%,0.1%,7.4%,-2.6%,.,2.8%
Cc1cc(C)c(N=C2CCCN2Cc2ccccc2)c(C#N)c1,0.0%,0.2%,-1.7%,11.3%,0.5%,-7.0%,6.9%[10 µM]
CC(=O)c1cccc(NC(=S)NC(=O)c2cccc(Cl)c2)c1,-3.1%,1.6%,-9.4%,-11.3%,13.0%,-1.2%,-21.8%[10 µM]
CCCCN(Cc1ccccc1)C(=O)C1CCCN(S(=O)(=O)c2cnc[nH]2)C1 (centres undefined),-6.1%,-3.0%,1.0%,6.4%,2.4%,0.0%,1.0%
Cc1ccccc1Nc1nc(N)nc(COC(=O)C2CCCCC2)n1,-14.7%,-0.2%,8.2%,-1.4%,14.0%,-7.7%,-7.3%[10 µM]
CCOc1cccc(-c2cc(-c3n[nH]c(=S)n3CC)c3ccccc3n2)c1,-9.6%,4.7%,-29.5%,1.5%,8.2%,12.6%,0.4%
COC(=O)c1ccc(-c2n[nH]c(=O)c3ccccc23)cc1,-2.0%,-0.3%,-5.6%,3.1%,-13.4%,-11.1%,1.5%[10 µM]

3 compounds from above, arranged by the number in GAA glycogen, lowest first.
| smiles | GAA glycogen |
| --- | --- |
| CC(C)c1ccc(NC(=O)Cc2cn(C)c3ccccc23)cc1 | -1.4% |
| Cc1cccc(/C=N/NC(=O)Cn2nnnc2N)n1 | 0.2% |
| CCS(=O)(=O)c1ccc2c(c1)N(S(C)(=O)=O)CC(C(=O)NCCOC)O2 (centres undefined) | 9.7% |

Following part:
SMILES,GAA inhib,aGlu spleen mod,GAA glycogen,CBFb RUNX1 block,HTT aggregate,LMNA splice mod,HTT ATP protect
O=C(CCCOc1ccccc1)NCCc1nc2ccccc2[nH]1,4.5%,-3.3%,3.6%,7.7%,5.0%[9.22 µM],?,14.3%[10 µM]
CCn1c(-c2cc(-c3cc(C)ccc3C)nc3ccccc23)n[nH]c1=S,0.7%,-6.7%,4.1%,5.4%,4.8%,4.5%,.
COC(=O)CCCC1=CC2=CC(=O)C(C)(OC(=O)c3cccs3)C(=O)C2=CN1CCCCO (centres undefined),.,-0.3%[17.4 µM],?,2.6%[13.1 µM],9.6%[9.22 µM],0.8%[9.22 µM],7.9%&-6.0%[10 µM]
CC(C)c1ccc(CN(C(=O)c2cc3ccccc3oc2=O)C2CCS(=O)(=O)C2)cc1 (centres undefined),?,-5.2%,9.6%[76.3 µM],-0.8%,0.2%,-1.7%,-10.1%
CCc1nc(SCC(=O)Nc2cc(C)on2)c2c(=O)n(C)c(=O)n(C)c2n1,1.3%,-3.7%,4.6%,3.9%,-7.1%,-3.2%,-17.0%
CC(C)Cn1c(=O)c2c(nc3n2CCCN3CCc2ccccc2)n(C)c1=O,0.1%,-7.4%,17.1%,-2.8%,-34.4%,?,-7.4%
CCOC(=O)/C(C#N)=C/c1cccc(C)c1,-8.8%,-3.3%,-1.6%,4.3%,-6.0%[9.22 µM],9.2%[46 µM],11.5%[10 µM]
Cc1cc(C(F)(F)F)nc(SCC(=O)c2cccc([N+](=O)[O-])c2)n1,?,-14.6%,-10.7%,-8.2%,-11.6%,1.9%,-12.0%
CC(=O)c1ccc(S(=O)(=O)N2CCCCC2C(=O)O)cc1 (centres undefined),-1.7%,0.2%,4.0%,-8.9%,?,-11.5%[46 µM],1.2%[10 µM]
O=C(NCC1CCCO1)c1cc(-c2ccccc2)on1 (centres undefined),0.0%,-11.1%,-1.5%,0.9%,-26.7%,?,-12.0%[0.074 µM]
CCOc1ccc2ccccc2c1C(=O)Nc1cc(=O)n(C)c(=O)n1C,2.0%,-0.3%,1.3%,-1.8%,-14.5%,5.4%,25.0%[10 µM]
CC1CCN(C(=O)Cn2nc(C(F)(F)F)c3c2CCCC3)CC1,-1.2%,-3.9%,7.6%,10.2%,-8.4%,-1.4%,0.3%
COc1ccc(/C=C/C(=O)c2ccc(O)cc2)cc1COc1ccc(F)cc1,-4.4%,-6.3%,-3.5%,-13.5%,1.8%,?,-14.0%

Look-ups from the entries so far:
Reading of CC(C)c1ccc(CN(C(=O)c2cc3ccccc3oc2=O)C2CCS(=O)(=O)C2)cc1 (centres undefined) in aGlu spleen mod: -5.2%
Reading of CC(=O)c1ccc(S(=O)(=O)N2CCCCC2C(=O)O)cc1 (centres undefined) in GAA glycogen: 4.0%
